# PRC2 inh – inhibitors of human EZH2/PRC2 methyltransferase. Q15910. PRC2 H3K27 methylation, DELFIA TRF, 1 h. inhibition, % at 12.5 µM. 0.35% of 57,000 active;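 active = mean inhibition of replicates at least 50% and every single replicate also reaching 50%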;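 also: dimethyl H3K27 on biotinylated H3 21-44 peptide detected by antibody; plate controls were median neutral control wells for no effect and median positive control wells for full effect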
# IDH1 mut inh – blocks human IDH1 R132H reductase activity; O75874; diaphorase/resazurin fluorescence, 60 min; inhibition, % at 10 µM; 0.18% of 70,000 active; in the data active = inhibition above about 34%;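 also: 0% = DMSO and 100% = no enzyme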
# Target sequence (O75874 whole entry R132H): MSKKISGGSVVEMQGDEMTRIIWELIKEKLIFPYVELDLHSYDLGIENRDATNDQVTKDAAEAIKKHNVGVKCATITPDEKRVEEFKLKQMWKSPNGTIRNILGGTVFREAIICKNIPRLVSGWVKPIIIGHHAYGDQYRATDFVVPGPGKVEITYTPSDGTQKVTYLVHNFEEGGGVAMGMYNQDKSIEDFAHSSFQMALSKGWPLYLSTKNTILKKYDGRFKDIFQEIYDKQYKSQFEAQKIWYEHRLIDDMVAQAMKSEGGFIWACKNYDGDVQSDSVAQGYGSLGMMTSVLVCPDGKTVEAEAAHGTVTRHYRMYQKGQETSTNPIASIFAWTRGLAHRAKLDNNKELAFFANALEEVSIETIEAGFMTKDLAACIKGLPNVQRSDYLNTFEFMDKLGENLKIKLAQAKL
# Starred values were filed as active, the others as inactive; nt = not tested or not shown. An excerpt. The share of hits here may be higher or lower than overall.
mol	PRC2 inh	IDH1 mut inh
Cc1noc(C)c1NC(=O)N(C)C[C@@H]1OCCCC[C@@H](C)Oc2ccc(NC(=O)NC3CCCCC3)cc2C(=O)N([C@H](C)CO)C[C@H]1C	nt	1.2
O=C(CCCCCCC(=O)N/N=C/c1cccnc1)NO	-1.0	-0.2
O=C(C[C@@H]1C=C[C@H](NC(=O)C2CCC2)[C@@H](CO)O1)Nc1nccs1	-4.6	0.4
Cc1sc(NC(=O)c2cc(-c3ccccc3)nc3ccccc23)c(C(=O)NCc2cccnc2)c1C	-8.0	-0.4
O=C(CC1NC(=O)NC1=O)Nc1cccc2ccccc12 (stereo unspecified)	-0.4	0.4
C[C@H](CO)N1C[C@H](C)[C@@H](CN(C)S(=O)(=O)c2cn(C)cn2)Oc2ccc(NC(=O)Nc3ccc4c(c3)OCO4)cc2CC1=O	nt	-0.1
C[C@H](CO)N1C[C@H](C)[C@H](CN(C)C)OCCCC[C@H](C)Oc2ccc(NS(=O)(=O)c3ccccc3)cc2C1=O	21.1	2.6
CCC(=O)N(C)C[C@H]1Oc2ncc(C#CCC3CCCC3)cc2C(=O)N([C@@H](C)CO)C[C@@H]1C	3.3	0.5
CCCN(C)C[C@H]1Oc2cc(C3=CCCC3)ccc2S(=O)(=O)N([C@@H](C)CO)C[C@@H]1C	-8.2	20.0
Cc1noc(C)c1NC(=O)Nc1cccc2c1O[C@H](CN(C)Cc1ccccc1)[C@H](C)CN([C@H](C)CO)C2=O	-0.4	-0.1
COc1ccc(CNC(=O)C[C@H]2C[C@H]3c4cc(NC(=O)CN(C)C)ccc4O[C@H]3[C@@H](CO)O2)cc1	-2.5	-2.9
Cn1cnc(S(=O)(=O)N[C@@H]2CC[C@@H](CC(=O)Nc3ccc(-c4ccccc4)cc3)O[C@H]2CO)c1	2.9	-0.3
COC(=O)c1cn(-c2cccc(N)c2)nn1	-2.7	nt
Cc1ccc(S(=O)(=O)N[C@@H]2CC[C@H](CC(=O)NCc3ccccc3F)O[C@@H]2CO)cc1	4.9	-0.1
CO[C@H]1CN(C)C(=O)c2cc(NC(=O)C3CCOCC3)ccc2OC[C@@H](C)N(C)C[C@H]1C	-5.1	0.4
COc1ccc(CN(C)C[C@@H]2Oc3ccc(NC(=O)C4CC4)cc3C(=O)N([C@@H](C)CO)C[C@@H]2C)cc1	nt	0.4
C[C@@H]1CN([C@@H](C)CO)C(=O)Cc2cc(NS(=O)(=O)c3cccs3)ccc2O[C@H]1CN(C)S(=O)(=O)c1ccc(F)cc1	nt	1.5
CCCCC/C=C/C=C1/C(=O)C=C[C@@H]1C/C=C\CCCC(=O)O	nt	2.7
COCC(=O)Nc1ccc2c(c1)[C@@H]1C[C@@H](CC(=O)NCC3CC3)O[C@H](CO)[C@@H]1O2	25.4	-0.9
O=C(C[C@H]1C=C[C@@H](NC(=O)Nc2ccc(C(F)(F)F)cc2)[C@H](CO)O1)NCc1ccccn1	1.1	0.4
C[C@H](CO)N1C[C@H](C)[C@H](CN(C)C(=O)c2ccccn2)Oc2ncc(-c3cccc(F)c3)cc2C1=O	6.3	nt
COC(=O)[C@H](c1ccccc1Cl)N1CCc2sccc2C1	nt	0.6
C[C@@H]1CN([C@H](C)CO)S(=O)(=O)c2ccc(C#CC3(O)CCCC3)cc2O[C@H]1CN(C)C(=O)c1ccncc1	5.0	-0.1
C[C@@H]1CN([C@H](C)CO)C(=O)Cc2cc(NC(=O)Cc3ccccc3)ccc2O[C@@H]1CN(C)C(=O)Nc1ccc2c(c1)OCO2	1.4	nt
COCC(=O)Nc1ccc2c(c1)OC[C@@H](C)N(C)C[C@H](C)[C@@H](OC)CN(C)C2=O	-11.4	0.1
C[C@H]1CN([C@@H](C)CO)C(=O)Cc2cc(NS(=O)(=O)c3ccccc3)ccc2O[C@H]1CN(C)C	nt	0.9
C[C@H](NC(=O)C[C@H]1CC[C@@H](NC(=O)Nc2ccc3c(c2)OCO3)[C@H](CO)O1)c1ccccc1	0.2	0.2
CC(C)NC(=O)Nc1ccc2c(c1)C(=O)N([C@@H](C)CO)C[C@@H](C)[C@@H](CN(C)CC1CCCCC1)OCCCC[C@@H](C)O2	nt	2.4
COC(=O)[C@]1(CO)N=C(c2ccc(OCCCO)cc2)O[C@@H]1c1ccccc1CN=[N+]=[N-]	-3.4	-0.6
C[C@@H]1CCCCO[C@@H](CN(C)S(=O)(=O)c2ccccc2)[C@H](C)CN([C@@H](C)CO)C(=O)c2cc(NC(=O)NC3CCCCC3)ccc2O1	nt	0.6
O=C(CSc1n[nH]c(-c2ccccc2)n1)Nc1ccc(F)cc1	14.4	-0.3
O=C(N[C@H]1CC[C@@H](CCNS(=O)(=O)c2ccccc2)O[C@H]1CO)c1cccc(F)c1	11.0	0.2
O=[N+]([O-])c1ccc(NCCNC(=S)Nc2ccc(Cl)cc2)nc1	nt	0.1
CC(C)CC#Cc1cnc2c(c1)C(=O)N([C@@H](C)CO)C[C@H](C)[C@H](CN(C)Cc1ccccn1)O2	3.4	1.0
Cc1ccc(S(=O)(=O)Nc2cccc3cccnc23)c([N+](=O)[O-])c1	3.8	0.0
O=S(=O)(NC1CCN(Cc2ccc(OCCO)cc2)CC1)c1cc(Cl)ccc1Cl	1.1	37.1*
COc1ccc(/C=C/C(=O)O[C@H]2[C@H](OC3C4O[C@]4(CO)[C@H]4C(O[C@@H]5O[C@H](CO)[C@@H](O)[C@H](O)[C@H]5O)OC=C[C@@H]34)O[C@@H](C)[C@H](O)[C@H]2O)cc1 (stereo partly specified)	8.2	-0.5
COCC(=O)N(C)C[C@H]1Oc2ncc(C3=CCCCC3)cc2C(=O)N([C@@H](C)CO)C[C@@H]1C	-6.2	nt
COC(=O)C[C@H]1CC[C@@H](NC(=O)c2ccccc2)[C@H](CO)O1	-1.2	0.0
CC(C)(C)c1ccc(C(=O)NCCNc2ccccc2[N+](=O)[O-])cc1	27.5	0.1
COc1ccc(Nc2nc(N)nc(CSC(=S)N(C)C3CCCCC3)n2)cc1	10.4	0.9
C[C@H](CO)N1C[C@H](C)[C@@H](CN(C)S(=O)(=O)c2cccs2)Oc2c(NC(=O)c3nc4ccccc4s3)cccc2C1=O	nt	0.2
C[C@H]1CN([C@@H](C)CO)C(=O)c2cccc(NS(=O)(=O)c3cn(C)cn3)c2O[C@@H]1CN(C)C(=O)NC1CCCCC1	nt	0.7
C[C@H]1CN([C@@H](C)CO)C(=O)c2cccc(NC(=O)NC3CCCCC3)c2O[C@H]1CN(C)C(=O)Nc1ccc(C(F)(F)F)cc1	-7.4	3.6
C=C[C@@H](O)[C@H]1CC(c2ccccc2)=NO1	2.1	nt
Cc1ccccc1-c1cnc2c(c1)C(=O)N([C@@H](C)CO)C[C@H](C)[C@H](CN(C)Cc1cncnc1)O2	6.6	-0.3
C[C@H]1CCCCO[C@@H](CN(C)Cc2ccccc2)[C@@H](C)CN([C@@H](C)CO)C(=O)c2cc(NC(=O)NC3CCCCC3)ccc2O1	nt	4.6
COc1ccc(S(=O)(=O)N[C@H]2CC[C@H](CCNC(=O)CN3CCOCC3)O[C@H]2CO)cc1	-4.1	0.1
Cc1cc(C(=O)Nc2cccc3c2O[C@H](CN(C)C(=O)Nc2c(C)noc2C)[C@@H](C)CN([C@H](C)CO)C3=O)n(C)n1	nt	-0.1
COc1ccc(CN(C)C[C@H]2Oc3ccc(N(C)C)cc3CC(=O)N([C@@H](C)CO)C[C@H]2C)cc1	4.5	-0.5

# (cont.)
mol	PRC2 inh	IDH1 mut inh
COC(=O)Cn1c(=O)n(Cc2ccco2)c(=O)c2c3c(sc21)CCCC3	-19.7	0.5
C[C@H](CO)N1C[C@H](C)[C@H](CN(C)Cc2cncnc2)Oc2ncc(-c3cncnc3)cc2C1=O	nt	0.0
CCC(=O)N(C)C[C@H]1Oc2cc(-c3ccccc3C)ccc2S(=O)(=O)N([C@H](C)CO)C[C@@H]1C	5.1	-3.6
CCc1cc(Br)cc(C)c1NC(=O)CSc1nnc(-c2ccncc2)n1-c1ccccc1	-7.6	-0.1
C[C@@H]1CN([C@H](C)CO)C(=O)c2cccc(N(C)C)c2O[C@H]1CN(C)Cc1ccc(Cl)c(Cl)c1	4.9	nt
Cc1noc(C)c1NC(=O)Nc1ccc2c(c1)CC(=O)N([C@@H](C)CO)C[C@H](C)[C@H](CN(C)Cc1ccc(Oc3ccccc3)cc1)O2	nt	2.3
CN(C)CCCNC(=O)C[C@H]1C=C[C@H](NS(=O)(=O)c2ccccc2)[C@@H](CO)O1	-14.4	0.6
Cc1ccccc1NC(=O)C(=O)NCc1ccccn1	-0.2	0.1
CO[C@H]1CN(C)C(=O)c2ccc(NS(=O)(=O)c3ccc(C)cc3)cc2OC[C@@H](C)N(C(=O)NC(C)C)C[C@@H]1C	5.9	-0.3
C[C@@H]1CCCCO[C@@H](CN(C)S(C)(=O)=O)[C@@H](C)CN([C@H](C)CO)C(=O)c2cc(NC(=O)Cc3ccccc3)ccc2O1	-2.0	nt
CNC[C@H]1OCCCC[C@@H](C)Oc2ccc(NC(=O)c3ccccc3)cc2C(=O)N([C@@H](C)CO)C[C@H]1C	5.1	4.4
C[C@H](CO)N1C[C@H](C)[C@@H](CN(C)C)Oc2ccc(N(C)C)cc2CC1=O	6.7	-0.9
CS(=O)(=O)N(CC(=O)Nc1ccc(Br)cc1F)c1ccc(Cl)c(Cl)c1	15.6	0.4
C[C@H]1CN([C@@H](C)CO)C(=O)Cc2cc(NC(=O)Nc3cccc4ccccc34)ccc2O[C@H]1CN(C)C(=O)Nc1ccc2c(c1)OCO2	nt	-0.1
O=C(N[C@H]1CC[C@H](CCn2cc(-c3ccccn3)nn2)O[C@@H]1CO)c1ccccc1	4.2	-0.3
CO[C@@H]1CN(C)C(=O)c2cc(NC(=O)C3CC3)ccc2OC[C@@H](C)N(C(=O)c2ccncc2)C[C@@H]1C	6.5	0.5
Cc1nn(Cc2ccccc2Cl)c(C)c1NC(=O)C1CC(c2ccc(Cl)cc2)=NO1 (stereo unspecified)	1.1	0.2
O=C(C[C@H]1C[C@H]2c3cc(NS(=O)(=O)c4ccc(F)cc4)ccc3O[C@H]2[C@@H](CO)O1)NCCN1CCCCC1	-2.6	-0.1
COc1ccc(NC(=O)Nc2ccc3c(c2)CC(=O)N([C@@H](C)CO)C[C@H](C)[C@@H](CN(C)C(=O)NC(C)C)O3)cc1	-1.1	0.0
C[C@@H]1CN([C@H](C)CO)C(=O)c2cc(NC(=O)Nc3ccc(F)cc3)ccc2O[C@@H]1CN(C)C(=O)Nc1ccc(F)cc1	nt	1.3
CN(C)c1ccc2c(c1)[C@H]1C[C@H](CC(=O)NCc3ccc4c(c3)OCO4)O[C@H](CO)[C@H]1O2	-2.4	-2.8
Cc1ccc(S(=O)(=O)N(C)C[C@H]2Oc3ncc(C#CCC(C)C)cc3C(=O)N([C@@H](C)CO)C[C@@H]2C)cc1	-3.6	-0.1
CO[C@@H]1CN(C)C(=O)c2cc(NC(=O)Nc3cccc(F)c3)ccc2OC[C@@H](C)N(C(C)=O)C[C@H]1C	-2.6	-0.1
COc1ccc(CN(C)C[C@@H]2Oc3c(NC(=O)Nc4ccccc4)cccc3C(=O)N([C@@H](C)CO)C[C@@H]2C)cc1	-2.8	nt
Cn1c(SCC(=O)Nc2ccc(S(N)(=O)=O)cc2)nnc1-c1ccccc1Cl	-11.0	0.1

# Complete entries as entered above. Order of values: PRC2 inh	IDH1 mut inh
# Record of CO[C@@H]1CN(C)C(=O)c2cc(NC(=O)C3CC3)ccc2OC[C@@H](C)N(C(=O)c2ccncc2)C[C@@H]1C : 6.5	0.5
# Record of C[C@H](CO)N1C[C@H](C)[C@@H](CN(C)C)Oc2ccc(N(C)C)cc2CC1=O : 6.7	-0.9
# Record of CCC(=O)N(C)C[C@H]1Oc2cc(-c3ccccc3C)ccc2S(=O)(=O)N([C@H](C)CO)C[C@@H]1C : 5.1	-3.6
# Record of Cc1ccccc1NC(=O)C(=O)NCc1ccccn1 : -0.2	0.1
# Record of C[C@@H]1CN([C@H](C)CO)C(=O)c2cc(NC(=O)Nc3ccc(F)cc3)ccc2O[C@@H]1CN(C)C(=O)Nc1ccc(F)cc1 : nt	1.3

# Next section.
mol	PRC2 inh	IDH1 mut inh
CCCC#Cc1cnc2c(c1)C(=O)N([C@H](C)CO)C[C@H](C)[C@H](CN(C)C(=O)Cc1cccnc1)O2	1.5	0.4
C[C@@H]1CN([C@@H](C)CO)C(=O)Cc2cc(NC(=O)CCN3CCOCC3)ccc2O[C@@H]1CN(C)Cc1ccc(C(=O)Nc2ccccc2N)cc1	-4.1	nt
Cc1cc(C)c(C)c(Oc2coc3cc(OC(=O)CCN4C(=O)c5ccccc5C4=O)ccc3c2=O)c1	1.1	0.0
Cc1cc(N(CC(=O)Nc2ccc(Cl)cc2C)S(C)(=O)=O)ccc1Br	22.4	-0.4
CNC[C@@H]1Oc2ccc(NC(=O)Nc3ccc(C(F)(F)F)cc3)cc2CC(=O)N([C@@H](C)CO)C[C@@H]1C	-1.7	0.7
O=C(NCc1ccco1)c1cnsn1	-5.9	-0.1
O=C(O)C[C@H]1C=C[C@@H](NC(=O)Nc2cc(F)ccc2F)[C@H](CO)O1	7.3	-0.2
CO[C@@H]1CN(C)C(=O)c2cc(NC(=O)Nc3cccc(F)c3)ccc2OC[C@H](C)N(C(=O)Nc2c(C)noc2C)C[C@@H]1C	-12.7	0.1
CCOc1ccccc1Nc1nc(N)nc(CSc2nncn2C)n1	-1.5	0.5

# As a short view, some entries already given:
mol	PRC2 inh	IDH1 mut inh
O=C(NCc1ccco1)c1cnsn1	-5.9	-0.1
O=C(O)C[C@H]1C=C[C@@H](NC(=O)Nc2cc(F)ccc2F)[C@H](CO)O1	7.3	-0.2

# Screening results deposited in PubChem BioAssay by Broad Institute.
